GRP78 ERSR act: ER stress response induction in glioma; U87-MG GRP78 promoter luciferase reporter, 16 h; Potency, µM, for the others: at the highest dose activation, actives largely listed as activators; 420,000 compounds, 0.02% hits; AID 602332; also: potency is read from the fitted curve at half-maximal effect; series mostly up to about 76 µM; % of control where 0% means no effect; nearly all actives have a fitted effect of over 35% in size
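Stably transfected U87-MG human glioma cells carrying a GRP78-based luminescent sensor were seeded at 1000 cells/well, pin-dosed with compounds and incubated 16 h. Luciferase reagent was then added, and end-point luminescence was read after 10 min at room temperature.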
POLI inh: blocks human DNA polymerase iota activity; Q9UNA4; Pol iota fluorescent replication assay, 10 min; Potency, µM (top dose mostly 115 µM), for the others: at the highest dose activity, negative = inhibition, usual class: inhibitors; 390,000 compounds, 1% hits; AID 588590; also: potency is read from the fitted curve at half-maximal effect
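Pol iota at 10 nM preincubated 15 min with compounds at room temperature; reaction started with fluorescent substrate, 50 nM final. Fluorescence read kinetically at 0 and 10 min; buffer-only wells as negative control.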
Pol kappa inh: blocks human DNA polymerase kappa activity | Q9UBT6 | purified Pol kappa, fluorescent DNA synthesis assay, 10 min | Potency, µM (titrated, usually from 107 µM), without a hit: at the highest dose activity, negative = inhibition, usual class: inhibitors | 400,000 compounds, 0.53% hits | AID 588579; also: potency is read from the fitted curve at half-maximal effect; % is scaled to controls: 0 for no effect and ±100 for the full control effect
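50 nM final substrate added after 15 min RT preincubation of 10 nM Pol kappa with compound; fluorescence read at 0 and 10 min.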
Pol eta inh: inhibitors of human DNA polymerase eta | recombinant Pol eta, fluorescent DNA replication assay | 390,000 compounds, 1.2% hits | Potency, µM (titrated, usually from 114 µM), without a hit: top-dose activity change, negative = inhibition, hits mostly inhibitors; also: potency is read from the fitted curve at half-maximal effect; % is scaled to controls: 0 for no effect and ±100 for the full control effect
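Pol eta at 10 nM preincubated with compounds 15 min at room temperature; reaction started with fluorescent substrate (50 nM final) and read kinetically at 0 and 10 min.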
BLM inh: Bloom syndrome helicase (human) inhibition; P54132; recombinant BLM DNA unwinding, fluorescence dequenching; Potency, µM (highest dose often 56.1 µM), without a hit: top-dose activity change, negative = inhibition, actives largely listed as inhibitors; 350,000 compounds, 0.2% hits;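 also: potency is read from the fitted curve at half-maximal effect; plate controls were vehicle for no effect and no enzyme for full effect; nearly all actives have a fitted effect of over 35% in size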
Target sequence (P54132 whole entry, looked up): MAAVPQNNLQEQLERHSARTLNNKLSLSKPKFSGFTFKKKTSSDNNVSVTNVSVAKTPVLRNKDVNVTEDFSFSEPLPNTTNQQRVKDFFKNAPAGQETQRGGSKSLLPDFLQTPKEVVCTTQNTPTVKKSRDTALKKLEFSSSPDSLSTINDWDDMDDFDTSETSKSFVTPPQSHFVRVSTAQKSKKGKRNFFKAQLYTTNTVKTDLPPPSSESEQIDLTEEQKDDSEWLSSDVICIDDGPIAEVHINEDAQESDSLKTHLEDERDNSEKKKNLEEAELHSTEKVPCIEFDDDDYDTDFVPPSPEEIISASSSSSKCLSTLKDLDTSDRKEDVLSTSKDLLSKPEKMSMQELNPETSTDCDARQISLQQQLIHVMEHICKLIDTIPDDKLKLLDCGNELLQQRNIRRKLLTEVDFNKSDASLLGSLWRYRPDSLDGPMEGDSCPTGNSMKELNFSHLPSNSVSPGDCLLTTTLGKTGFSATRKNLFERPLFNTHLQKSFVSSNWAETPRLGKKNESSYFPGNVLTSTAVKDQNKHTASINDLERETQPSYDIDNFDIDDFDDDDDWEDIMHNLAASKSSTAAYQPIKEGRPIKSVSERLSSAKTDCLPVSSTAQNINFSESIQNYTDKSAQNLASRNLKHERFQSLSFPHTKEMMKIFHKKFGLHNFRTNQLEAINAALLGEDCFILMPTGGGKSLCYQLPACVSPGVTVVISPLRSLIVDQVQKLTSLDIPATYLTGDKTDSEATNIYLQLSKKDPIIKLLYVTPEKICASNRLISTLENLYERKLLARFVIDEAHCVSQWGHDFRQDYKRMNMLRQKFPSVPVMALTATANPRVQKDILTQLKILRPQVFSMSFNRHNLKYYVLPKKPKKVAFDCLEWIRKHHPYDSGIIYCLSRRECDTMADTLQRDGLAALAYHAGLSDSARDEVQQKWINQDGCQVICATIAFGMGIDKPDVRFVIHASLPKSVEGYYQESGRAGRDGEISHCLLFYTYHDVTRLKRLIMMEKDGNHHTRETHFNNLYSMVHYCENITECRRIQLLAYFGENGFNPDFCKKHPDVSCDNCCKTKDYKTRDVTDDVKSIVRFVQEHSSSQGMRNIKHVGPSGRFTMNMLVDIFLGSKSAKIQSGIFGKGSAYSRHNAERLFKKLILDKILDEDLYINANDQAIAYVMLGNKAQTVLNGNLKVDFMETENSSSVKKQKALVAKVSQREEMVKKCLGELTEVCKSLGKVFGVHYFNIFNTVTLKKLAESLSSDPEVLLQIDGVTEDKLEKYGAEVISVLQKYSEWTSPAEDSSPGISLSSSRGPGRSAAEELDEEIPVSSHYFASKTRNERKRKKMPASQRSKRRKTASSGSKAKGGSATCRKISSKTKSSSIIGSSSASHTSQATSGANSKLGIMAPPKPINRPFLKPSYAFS
APE1 inh: APE1 (human) endonuclease inhibition | AID 2517 | Potency, µM (highest dose often 65.8 µM), inactives show top-dose activity change, negative = inhibition, actives largely listed as inhibitors | recombinant APE1, TAMRA/BHQ-2 abasic DNA cleavage fluorescence | P27695 | 350,000 compounds, 0.35% hits;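 also: potency is read from the fitted curve at half-maximal effect; plate controls were vehicle for no effect and reference inhibitor for full effect; nearly all actives have a fitted effect of over 55% in size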
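APE1 at 0.75 nM final was preincubated with compound 15 min at room temperature, then 50 nM double-stranded THF abasic-site substrate (5'-TAMRA/3'-BHQ-2) was added. Fluorescence (ex 525/em 598 nm) was read kinetically; third-minus-first read gave activity.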
Pol beta inh: inhibitors of human DNA polymerase beta; 340,000 compounds, 1.3% hits; Pol beta primer extension/strand displacement, fluorescence kinetic; P06746; Potency, µM (titrated, usually from 114 µM), without a hit: at the top dose activity change, negative = inhibition, usual class: inhibitors; AID 485314; also: potency is read from the fitted curve at half-maximal effect; % is scaled to controls: 0 for no effect and ±100 for the full control effect
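Curves were derived by four-parameter Hill fits of normalized qHTS data. The kinetic fluorescent primer-extension read was taken at 0 and 10 min after 50 nM substrate, following a 15 min room-temperature preincubation of 10 nM enzyme with compounds.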
LDHA block: LDHA (human) enzyme inhibition. P00338. purified LDHA, NADH/diaphorase-resazurin fluorescence; stronger effect = lower value. activity change, % (values are at about 110 or 230 µM). 480,000 compounds, 0.15% hits. AID 1347041; in the data active = activity change below about -30%; inconclusive = mostly about -25% to -30%;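 also: plate controls were DMSO wells for no effect and wells without enzyme for full effect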
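Enzyme activity of human lactate dehydrogenase 5 (2 nM; 0.06 mM NADH, 0.2 mM pyruvate, 5 min, RT) is measured via a resazurin/diaphorase fluorescence readout of residual NADH.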
Anesthetic bind: candidate novel general anesthetic via apoferritin binding | P02791 | apoferritin/1-aminoanthracene competitive binding, fluorescence | Potency, µM (highest dose often 77.5 µM), for the others: top-dose activity change, negative = displacement, usual class: inhibitors | 350,000 compounds, 0.074% hits | AID 485281; also: potency is read from the fitted curve at half-maximal effect; % is scaled to controls: 0 for no effect and ±100 for the full control effect; nearly all actives have a fitted effect of over 20% in size
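Concentration-response curves derived by four-parameter Hill fitting of normalized fluorescence, where compounds displaced 1-AMA from 10 uM horse apoferritin following a brief 10 min room-temperature incubation; propofol titration acted as positive control.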
An asterisk follows results filed as active; ? = inconclusive; nt = not tested or not shown; & = joins results of further samples; [ ] = remark or other dose. Unless noted, calls follow the shape of the dose curve; as a rule, active = well fitted curve in the direction sought with a large enough effect; inconclusive = small, poorly fitted or top-dose-only effect, or another doubt; inactive = no such curve, though single readings can be large; an effect the other way counts as inactive or inconclusive.

Fields: GRP78 ERSR act	POLI inh	Pol kappa inh	Pol eta inh	BLM inh	APE1 inh	Pol beta inh	LDHA block	Anesthetic bind
COC(=O)[C@@]1(Cc2ccc(F)cc2)[C@H]2c3cc(C(=O)N4CCCC4)n(CCO)c3C[C@H]2CN1C(=O)c1ccccc1
 : -3%	10%	1%	-8%	-1%&4%	?	-24%	0	-10%&2%
Cc1ccc(Cn2c(CNC(=O)Cc3cccc([N+](=O)[O-])c3)nc3cccnc32)cc1
 : 1%	72%[activator]	-3%[60.1 µM]	-5%	-4%	nt	12%	-14	0%
O=C(CCCc1nc(-c2ccccc2Cl)no1)NC1CCCCC1
 : -1%	-3%	-12%	-18%	-3%	-1%	?	0	-15%
O=C(CCc1nc2ccccc2c(=O)[nH]1)OCc1ccc(Cl)cc1Cl
 : -4%	24%	3%	-14%	0%	-3%	2%	-8	-9%
CN(Cc1ccc(Cl)cc1)C(=O)CCl
 : -15%	-4%	3%	-13%	-2%	?	1%	0	-9%
Cc1nnc(N/N=C/c2cccs2)[nH]c1=O
 : 0%	40%[activator]	-12%	-12%	0%	15%	24%	-1	-5%
CC1CCCN(C(=O)CNC(=O)Cn2ccc3ccccc3c2=O)C1 (stereo unspecified)
 : -1%	59%[activator]	7%	-17%	-3%	-5%	0%	2	-10%
Cc1cc(C(=O)OCC(=O)N2CC(C)OC(C)C2)c(C)n1-c1ccccc1 (stereo unspecified)
 : -4%	11%	-19%	-9%	nt	4%	nt	-5	nt
CCNC(=O)CSc1nc2ccccc2c(=O)n1-c1cc(OC)ccc1OC
 : 0%	-3%[58.9 µM]	-7%	-4%	-3%	16%	35%	-2	-13%
Cc1ccc(CN2CCN(C(=O)c3cccc4ccccc34)CC2)cc1
 : -5%	36%[activator]	-2%	-7%	-7%	33%	-1%	-11	-20%
CCOCCCNC(=O)c1cc2sc(Cl)cc2n1CC
 : 1%	-11%[58.9 µM]	-13%	-24%	-13%	-3%	0%	-3	-9%
Cc1ccc(OCC(=O)Nc2nnc(-c3ccco3)s2)cc1
 : -1%	-6%	-6%	-10%	-7%	8%	-16%	-8	-2%
Cc1onc(-c2ccccc2Cl)c1C(=O)OCC(=O)c1c(N)n(C)c(=O)n(C)c1=O
 : -4%	55%[activator]	-3%	-16%	-2%	-3%	0%	-1	-18%
O=C(O)c1ccc(CNC(=O)c2ccc(C(F)(F)F)cc2)cc1
 : -1%	85%[activator]	-9%	-16%	-5%	-2%	30%	-6	-3%
CCOC(=O)CSc1n[nH]c(-c2cccnc2)n1
 : -2%	68%[activator]	-11%	-7%	-2%	2%	53%	-9	-15%
Oc1cccc(/C=N/n2c(C3CCCCC3)n[nH]c2=S)c1
 : -1%	88%[activator]	-6%	-6%	-7%	4%	-25%	-3	-16%
O=S1(=O)C=CC(Nc2ccccc2)C1 (stereo unspecified)
 : -7%	15%	1%	-6%	-3%	3%	21%	0	-7%
CC1CCN(C(=O)c2ccc(N3C(=O)C4CCC(C)CC4C3=O)cc2)CC1 (stereo unspecified)
 : -2%	-7%	0%	-14%	-1%	4%	9%	-6	-15%
O=C(C1CC1)N1CCc2cc(Br)cc(S(=O)(=O)NCc3ccco3)c21
 : -2%	18%	-10%	-2%	1%	-10%	14%	-11	-17%
Cc1ccccc1-c1nnn(CC(=O)Nc2ccc3c(c2)OCO3)n1
 : 3%	10%	2%	2%	-5%	13%	29%	-4	-2%
COc1cc(/C=C2\C(=N)N3N=C(S(C)(=O)=O)SC3=NC2=O)ccc1OCCOc1ccc(C)cc1
 : -2%	?	3%[60.1 µM]	?	-14%	-1%	-29%	4	1%
CCCCCn1c(=N)c(S(=O)(=O)c2ccccc2)cc2c(=O)n3cccc(C)c3nc21
 : -4%	-14%	-19%	-15%	-1%	nt	-6%	-3	5%
Cc1cc(C(=O)N2CCCC(N3CCN(Cc4ccc5c(c4)OCO5)CC3)C2)n[nH]1 (stereo unspecified)
 : 3%	25%	-16%	?	2%	-7%	-22%	-6	5%
Cc1c(Cl)cccc1NC(=O)CSc1nc(=O)n(Cc2cccnc2)c2c1CCC2
 : 2%	-17%	-7%[60.1 µM]	-5%	0%	nt	-14%	-2	-11%
COc1ccc(NS(=O)(=O)c2cccc(C(=O)NNC(=O)CNC(=O)c3ccc(C)cc3)c2)cc1
 : -2%	22%	-11%	-17%	nt	34%	nt	-2	nt
Cc1oc2ccc(OS(C)(=O)=O)cc2c1C(=O)OC(C)C
 : -2%	63%[activator]	-6%	-22%	-6%	-2%	-25%	-2	-10%
O=C(O)CCNS(=O)(=O)c1ccccc1
 : -3%	1%	-3%	-15%	1%	1%	1%	-7	-5%
CCn1c(SCC(=O)N2CCCc3ccccc32)nnc1-c1ccoc1C
 : -2%	3%	4%	4%	1%	3%	-2%	-1	-5%
COc1cccc(N(CC(=O)N2CCN(C)CC2)S(=O)(=O)c2ccccc2)c1
 : -1%	-7%	-3%	-6%	-1%	2%	-2%	-11	-13%
O=c1[nH]c(CN2CCN(S(=O)(=O)/C=C/c3ccccc3)CC2)nc2ccccc12
 : -5%	19%	-12%	-20%	-1%	?	42%[activator]	-3	-15%

The final 2 records of the part before come first, to join the parts.
Fields: GRP78 ERSR act	POLI inh	Pol kappa inh	Pol eta inh	BLM inh	APE1 inh	Pol beta inh	LDHA block	Anesthetic bind
COc1cccc(N(CC(=O)N2CCN(C)CC2)S(=O)(=O)c2ccccc2)c1
 : -1%	-7%	-3%	-6%	-1%	2%	-2%	-11	-13%
O=c1[nH]c(CN2CCN(S(=O)(=O)/C=C/c3ccccc3)CC2)nc2ccccc12
 : -5%	19%	-12%	-20%	-1%	?	42%[activator]	-3	-15%
COc1ccc(N2C(=O)CSC2c2ccc(F)c(F)c2)cc1 (stereo unspecified)
 : -7%	30%	-3%	-23%	0%	-9%	6%	-4&5	-4%
COc1ccc(CN2C(=O)c3ccccc3C2C(=O)NC2CCCC(C)C2C)c(OC)c1 (stereo unspecified)
 : -4%	19%	6%	-20%	-9%	1%	16%	1	?
CCOC(=O)C1(Cc2ccccc2C)CCCN(C(=O)c2ccoc2)C1 (stereo unspecified)
 : 4%	-5%	-16%	0%	2%	-4%	4%	-6	-5%
CC(=O)c1cccc(NC(=O)Cc2ccc(NC(=O)N3CCCCc4ccccc43)cc2)c1
 : 3%	-6%	-2%	-22%	-3%	nt	-28%	-3	?
CC(=O)c1c(C)[nH]c(C(=O)C(C)Sc2nnc(NC3CC3)s2)c1C (stereo unspecified)
 : -5%	-6%	-16%	-12%	nt	1%	nt	2	nt
Cc1ccc(S(=O)(=O)N2CCN(C(=O)CN3CCOCC3)C2)cc1
 : -2%	-4%	3%	-11%	0%	1%	9%	-6	-4%
Cc1ccc(-c2nnc(N3CCN(C(=O)CN4CCOCC4)CC3)c3ccccc23)cc1
 : -1%	1%	-1%	7%	0%	21%	24%	-5	1%
COc1ccc(C(CCNCc2ccc(OC)c(OC)c2)c2ccc(F)cc2)cc1 (stereo unspecified)
 : -5%	76%[activator]	2%	-13%	-7%	-1%	-25%	-7	-6%
COc1ccc2nc(NC(=O)c3ccco3)sc2c1
 : -12%	-3%	-17%	-3%	1%	18%	27%	-4	-12%
CCc1ccc(-c2cc(C)no2)cc1S(=O)(=O)N1CCN(C(=O)c2ccco2)CC1
 : -2%	-21%	-21%	-8%	-5%	-17%	4%	-8	2%
O=C1c2ccccc2-c2nnc(-c3ccc(O)cc3)cc21
 : -6%	22%	-8%[60.1 µM]	-5%	-4%	-4%	2%	0	?
O=C(O)Cn1cc(/C=N/Nc2ccc([N+](=O)[O-])cn2)c2ccccc21
 : 0%	6%	-13%	?	-3%	18%	0%	3	-14%
C/C(CC(=O)Nc1ccc([N+](=O)[O-])cc1)=N\NC(=O)c1ccccc1O
 : 1%	31%	-17%	-21%	-8%	19%	-2%	-3	-15%
Cc1ccccc1S(=O)(=O)Cc1ccc(C(=O)N2CCN(c3ncccn3)CC2)o1
 : -3%	7%	-4%	-24%	2%	2%	1%	-1	1%
NC(=O)COn1c(SCC(N)=O)nc2ccccc2c1=O
 : -5%	-13%	-20%	-10%	1%	1%	16%	5	9%
Cc1ccc(NC(=O)c2sc(-n3nc(C)c(Cc4ccc(Cl)cc4)c3C)nc2C)cc1
 : 1%	-6%	-13%	2%	-3%	nt	6%	-4	0%
CC(NC(=O)COc1ccc(-c2ccccc2)cc1)C1CCCO1 (stereo unspecified)
 : -3%	3%	11%	-14%	-3%	-2%	10%	0	-7%
CCC(C)Sc1cccc(-c2nc3ccc(Cl)cn3c2NCc2ccccc2)c1 (stereo unspecified)
 : 4%	?	-7%	-22%	nt	-7%	nt	-3	nt
COc1ccc(-c2nc3cnc(Nc4ccccc4)nc3n(CCC#N)c2=O)cc1
 : -2%	nt	-3%[60.1 µM]	nt	0%	0%	nt	nt	nt
CC(C)C(=O)Nc1c2c(nc3ccccc13)N(C)CC2
 : -5%	24%	-16%	-3%	1%	-5%	2%	-5	22%
CCOC(=O)c1ccc(COC(=O)c2ccc(-c3nnc(-c4ccccc4)o3)cc2)o1
 : -5%	4%	-3%	-10%	nt	nt	nt	4	nt
O=C(Nc1cnn(Cc2ccc(F)cc2)c1)c1cc2nc(-c3ccco3)cc(C(F)(F)F)n2n1
 : -4%	0%	-12%	6%	-2%	1%	4%	-4	-14%
Cc1ccc(NC(=O)N(Cc2ccco2)Cc2cc3cc(C)cc(C)c3nc2Cl)cc1
 : nt	nt	nt	nt	-11%	?	-4%	nt	-6%

These rows are one share of the data, so the mix of outcomes need not match the whole.
